Source: PubChem
UBC9 SUMO inh: SUMOylation inhibition; P63279; HTRF SUMOylation assay, SAE1/SAE2 + UBC9, in vitro; inhibition, % at 35 µM; 0.36% of 290,000 active; AID 2006; in the data active = inhibition above about 50%, passing the limit was not always enough; note: strong numbers were not always called active
Target sequence (P63279 whole entry, looked up): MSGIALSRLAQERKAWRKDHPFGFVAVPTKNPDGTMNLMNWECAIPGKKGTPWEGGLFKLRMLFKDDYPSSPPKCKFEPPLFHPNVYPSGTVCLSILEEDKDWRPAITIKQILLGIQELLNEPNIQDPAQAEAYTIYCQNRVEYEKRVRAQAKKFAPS
PfM18AAP inh: blocks P. falciparum M18 aspartyl aminopeptidase | recombinant PfM18AAP, H-Glu-NHMec fluorogenic cleavage | inhibition, % at 7.35 µM | 1.2% of 290,000 active | AID 1822;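 active = inhibition above the campaign mean inhibition over all tested compounds plus 3 SD, cut at about 28% in these data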;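 note: 0% = plate median of test compound wells and 100% = 2 mM ZnCl2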
MEKK3 PB1 HTS: MEKK3-MEK5 PB1 interaction, increase or decrease; Q99759; binding response (% of control), % at 10 µM; bead-based flow cytometry, Alexa488-MEK5 binding to MEKK3; actives lie on both sides; 0 = blocked by unlabeled MEK5, 100 = vehicle; 1.4% of 290,000 active;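 active = binding response more than 3 SD above or below the average of its plate-row segment, actives on both sides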;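 note: Alexa488 bead fluorescence after subtracting the streptavidin-only scavenger bead signal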
Target sequence (Q99759 whole entry, looked up): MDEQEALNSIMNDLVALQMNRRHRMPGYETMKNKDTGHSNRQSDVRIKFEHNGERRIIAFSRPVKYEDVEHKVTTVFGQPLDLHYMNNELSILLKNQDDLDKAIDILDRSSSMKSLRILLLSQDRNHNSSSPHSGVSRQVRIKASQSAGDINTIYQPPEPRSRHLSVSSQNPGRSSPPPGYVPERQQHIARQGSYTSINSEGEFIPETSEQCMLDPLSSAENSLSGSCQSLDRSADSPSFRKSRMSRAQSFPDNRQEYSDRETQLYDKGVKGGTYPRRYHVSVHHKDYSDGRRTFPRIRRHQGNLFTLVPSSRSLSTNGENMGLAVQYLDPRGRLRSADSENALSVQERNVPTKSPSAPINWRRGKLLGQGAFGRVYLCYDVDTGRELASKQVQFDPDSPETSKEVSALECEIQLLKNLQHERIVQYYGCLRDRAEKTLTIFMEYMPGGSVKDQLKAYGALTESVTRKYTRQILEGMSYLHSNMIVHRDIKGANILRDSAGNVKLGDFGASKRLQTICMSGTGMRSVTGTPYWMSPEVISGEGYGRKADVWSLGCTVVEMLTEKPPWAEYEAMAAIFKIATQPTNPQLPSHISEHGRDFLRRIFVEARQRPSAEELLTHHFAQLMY
IDE cell inh: inhibitors of human insulin-degrading enzyme in cells; P14735; HEK cells, FAbetaB cleavage, fluorescence polarization; inhibition, % at 5.59 µM; 0.41% of 320,000 active; AID 434962;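 active = percent inhibition above the average of all tested compounds plus 3 SD, set per screening campaign, cut at about 16% in these data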;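 note: IDE supplied by intact live HEK cells; FP after avidin binding of uncleaved biotin substrate so inhibition keeps polarization high; 0% = DMSO wells and 100% = 60 µM reference IDE inhibitor Ii1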
pCIP destab: lowers stability of the mouse p/CIP coactivator protein; decrease of EGFP signal, % at 10 µM; 0.01% of 290,000 active; Q05BA5; F442A p/CIP-EGFP cells, EGFP fluorescence, 16 h; AID 1984;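 active = EGFP signal decrease of at least 30% at 10 µM or well 3 SD below plate mean, unless failing retest; inactive = the rest, including hits failing retest or dose response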; note: some compounds called inactive have numbers as strong as hits; many of its hits are not listed in these tables
MEKK2 WT-MEK5: raises or lowers MEK5 binding to wildtype human MEKK2 PB1 domain. Q9Y2U5. bead flow cytometry, Alexa488-MEK5 binding to MEKK2 WT; actives lie on both sides. binding response (% of control), % at 10 µM. 1.1% of 290,000 active. AID 1531; in the data active = binding response below about 67% or above about 130%
NALP1 inh: inhibitors of NALP1 inflammasome in yeast; S. cerevisiae NALP1/ASC/caspase-1 growth, X-gal OD620, 72 h; inhibition, % at 10 µM; 0.61% of 280,000 active; AID 2071; in the data active = inhibition mostly above about 24%, no sharp cut-off; inactive = mostly below about 32%; note: some compounds called inactive have numbers as strong as hits
MEKK2 mut-MEK5: signal of MEK5 binding to mutant human MEKK2 PB1 domain; bead flow cytometry, Alexa488-MEK5 binding to MEKK2 mutant; percent response, % at 10 µM; 0.35% of 290,000 active; in the data active = percent response above about 24%, passing the limit was not always enough; note: inactives centre near 1; some results filed as inactive read as strong as hits; reference of the scale not given here
IDE act: boosts human insulin-degrading enzyme activity in HEK cells. FAbeta-B cleavage, fluorescence polarization; 0% vehicle, 100% cell-free pure enzyme wells. activation, % at 5.96 µM. 0.073% of 340,000 active. AID 493087;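 active = activation above the mean of all tested compounds plus 3 SD, set per screening campaign, cut at about 17% in these data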
* marks the source's active call; other numbers are inactive results; . = not tested or not shown; & = joins results of further samples.

Second line of a record: MEKK3 PB1 HTS | MEKK2 WT-MEK5 | pCIP destab | UBC9 SUMO inh | MEKK2 mut-MEK5 | PfM18AAP inh | NALP1 inh | IDE act | IDE cell inh
Cc1ccc(NC(=O)c2cc(-c3ccco3)nc3ccccc23)cc1S(=O)(=O)N1CCOCC1
→ 100 | 93 | -5 | 36 | -4 | 0 | 4 | -5 | 0
O=C(COC(=O)c1ccccn1)c1ccc([N+](=O)[O-])cc1
→ 103 | 102 | 6 | 0 | 6 | 22 | 20 | -3 | 6
Cc1cnc(NC(=O)CCN2C(=O)C3CCCCC3C2=O)s1 (stereo not drawn)
→ 100 | 99 | 11 | 3 | 0 | 3 | 2 | -1 | 7
CCOC(=O)C1=C(C)NC(C)=C(C(=O)OCC)C1C(=O)OC1CCOC1=O (stereo not drawn)
→ 103 | 87 | -7 | 27 | -13 | -5 | 14 | -2&2 | 3
CCOc1ccc2oc(C(=O)OC(C(=O)NC(N)=O)C(C)C)c(C)c2c1 (stereo not drawn)
→ 99 | 96 | -8 | 21 | -5 | -19 | 17 | 2 | 2
COCCNC(=O)C(Cc1c[nH]c2ccccc12)NC(=O)OCc1ccccc1 (stereo not drawn)
→ 111 | 113 | -9 | 5 | 10 | -14 | 13 | 7 | -1
CCSc1ncnc2sc3c(c12)CCC3
→ 104 | 103 | -1 | -6 | 5 | 6 | 3 | -3 | 1
COc1ccc(CC(=O)n2nc(-c3cccnc3)nc2N)cc1
→ 96 | 100 | -7 | 0 | -2 | 2 | 0 | 2 | -5
C=C1C(=O)C=C[C@]2(C)C[C@@H]3OC(=O)[C@](C)(O)[C@H]3C[C@@H]12
→ 97 | 101 | -23 | 12 | -2 | . | -5 | 3 | 4
CCCNC(=O)NNC(=O)c1ccc(F)cc1
→ 99 | 99 | -2 | 13 | -1 | 10 | -5 | 2 | 2
Cc1c(C(c2cc(O)ccc2Cl)c2c(C)n(C)n(-c3ccccc3)c2=O)c(=O)n(-c2ccccc2)n1C
→ 103 | 108 | . | . | 2 | -5 | . | 3 | 5
Cc1c(C(=O)N2CCN(CCc3ccccn3)CC2)oc2ccc(Cl)cc12
→ 102 | 102 | 2 | 5 | 1 | -7 | 26 | 7 | 0
CCCCCCC[C@H](N)[C@H](O)C(=O)N(C)[C@@H](CCS(C)=O)C(=O)N[C@@H](Cc1ccc(O)cc1)C(=O)N[C@@H](Cc1ccc(O)cc1)C(=O)O (stereo partly drawn)
→ 106 | 106 | -7 | -13 | 4 | . | 1 | 2 | 2
COC(=O)C1=C(C)N=C2SCCC(=O)N2C1c1ccc(OC(=O)c2ccco2)cc1 (stereo not drawn)
→ 106 | 101 | 11 | 13 | 4 | -3 | -30 | 8 | .
CCOc1ccccc1NC(=O)CN(c1ccc(OC)cc1)S(=O)(=O)c1c(C)[nH]c(=O)[nH]c1=O
→ 95 | 99 | -4 | . | -8 | -1 | 20 | 6 | -3
O=C(Nc1ccccc1-c1ccccc1)NC1CCN(C(=O)N2CCOCC2)CC1
→ 122* | 120 | -13 | -2 | 4 | -4 | 8 | 3 | 6
O=C(CCl)Nc1cn(-c2ccccc2)nc1-c1ccccc1
→ 94 | 84 | -20 | -11 | -12 | 19 | 16 | 2 | -2
Cn1c(C(=O)N2CCN(c3ccc(F)cc3)CC2)cc2ccccc21
→ 103 | 100 | -12 | 4 | -3 | -9 | 11 | 4 | 4
CC(NC(=O)C(=O)c1cn(CC(=O)N2CCOCC2)c2ccccc12)c1ccccc1 (stereo not drawn)
→ 102 | 106 | -3 | 4 | 3 | -2 | -4 | 3 | 7
CCCCn1c(=O)[nH]c(=O)c2c1nc(-c1cc(Br)ccc1OC)n2C
→ 104 | 101 | -16 | 4 | 0 | -3 | 20 | 1 | 0

Some entries already given, showing only IDE cell inh.
mol	IDE cell inh
CCOc1ccccc1NC(=O)CN(c1ccc(OC)cc1)S(=O)(=O)c1c(C)[nH]c(=O)[nH]c1=O	-3
Cc1c(C(=O)N2CCN(CCc3ccccn3)CC2)oc2ccc(Cl)cc12	0

(continued)
Second line of a record: MEKK3 PB1 HTS | MEKK2 WT-MEK5 | pCIP destab | UBC9 SUMO inh | MEKK2 mut-MEK5 | PfM18AAP inh | NALP1 inh | IDE act | IDE cell inh
CCc1ccc(CNCc2cccs2)cc1
→ 91 | 100 | 1 | 6 | -8 | 0 | 18 | 5 | 1
CCOc1ccc(S(=O)(=O)N2CCCC(C(=O)N3CCOCC3)C2)cc1C (stereo not drawn)
→ 97 | 101 | -10 | 11 | 3 | -7 | -8 | 2 | 4
CCc1ccc(Nc2cc(C)nc3nc(C)nn23)cc1
→ 101 | 101 | -2 | 6 | -3 | 1 | 30 | 3 | 1
CC(C)Cn1cnc2c1c(=O)n(CC(=O)N(C)C)c(=O)n2Cc1ccccc1
→ 103 | 100 | 9 | -1 | -2 | -6 | 2 | 6 | 6
C=CCNC(=O)c1onc(CSc2ccc(F)c(F)c2)c1C(=O)O
→ 98 | 100 | 10 | -18 | 2 | 11 | 9 | 1 | 5
Cc1nn(C)c(C)c1NC(=S)Nc1ccc(S(=O)(=O)Nc2ncccn2)cc1
→ 103 | 98 | -2 | 22 | 1 | -14 | 7 | 3 | 2
Cc1nnc(NC(=O)CSc2nnc(C(C)NC(=O)c3ccccc3F)n2C)s1 (stereo not drawn)
→ 102 | 98 | -4 | -4 | -5 | -4 | 29 | -3 | 4
Cc1ccc(CSc2ccc3nnc(-c4ccccn4)n3n2)cc1
→ 92 | 87 | -6 | -5 | -11 | -9 | -2 | 8 | -4
COc1ccc(S(=O)(=O)NC(C)C(=O)Nc2ccc3c(c2)OCCO3)cc1OC (stereo not drawn)
→ 99 | 101 | -1 | 8 | -2 | 0 | 2 | -3 | -4
Cc1nc(SCC(=O)Nc2c(C)n(C)n(-c3ccccc3)c2=O)n[nH]1
→ 96 | 101 | -6 | 24 | 2 | 1 | 4 | 4 | 2
CCOc1ccc(N(CC)S(=O)(=O)c2ccc3c(c2)n(C)c(=O)c(=O)n3C)cc1
→ 103 | 105 | -4 | 13 | 3 | -1 | -1 | 4 | 4
Cc1cc(NC(=S)N(Cc2ccc(Cl)cc2)Cc2ccc(C(=O)O)cc2)ccc1Cl
→ 101 | 92 | 4 | -2 | -6 | -9 | 7 | 3 | -2
Cc1ccc(C(=O)N[C@H](C(=O)OCC(=O)c2ccc[nH]2)C(C)C)cc1
→ 90 | 93 | 0 | 9 | -5 | -11 | 29 | 5 | 5
CCCc1nnc(NC(=O)C23CC4CC(CC(C4)C2)C3)s1
→ 101 | 105 | 3 | -10 | 0 | -5 | 23 | 1 | .
CCn1c(SCC(=O)Nc2cc(S(=O)(=O)N3CCOCC3)ccc2OC)nnc1-c1ccncc1
→ 104 | 105 | -14 | 10 | 2 | 4 | 13 | -1 | 5
CC(C)COC(=O)N1CCCC1C(=O)Nc1nccs1 (stereo not drawn)
→ 102 | 105 | -3 | -3 | 3 | -1 | -19 | 3 | 2
Cc1ccc(-c2nnc(SCC(=O)Nc3ccccc3F)o2)cc1
→ 102 | 98 | -8 | 2 | 1 | -1 | 5 | -2 | 3
CN(C(=O)c1cc2nc(-c3ccco3)cc(C(F)(F)F)n2n1)C1CCCCC1
→ 103 | 97 | -7 | -10 | -1 | 5 | 10 | 7 | 2
COc1ccc(CC(=O)Nc2ccc(-c3noc(-c4cc(OC)c(OC)c(OC)c4)n3)cc2)cc1
→ 97 | 98 | -21 | 0 | -3 | -9 | 4 | 2 | 2
O=C(Nc1cccc(O)c1)C1CC(c2cccc(Br)c2)=NO1 (stereo not drawn)
→ 104 | 96 | -2 | -3 | 3 | 2 | -3 | 0 | 14

Looked up above:
`Cc1nn(C)c(C)c1NC(=S)Nc1ccc(S(=O)(=O)Nc2ncccn2)cc1` | MEKK2 WT-MEK5 = 98
`Cc1cnc(NC(=O)CCN2C(=O)C3CCCCC3C2=O)s1` (stereo not drawn) | MEKK2 WT-MEK5 = 99
`COCCNC(=O)C(Cc1c[nH]c2ccccc12)NC(=O)OCc1ccccc1` (stereo not drawn) | MEKK2 WT-MEK5 = 113
`COc1ccc(S(=O)(=O)NC(C)C(=O)Nc2ccc3c(c2)OCCO3)cc1OC` (stereo not drawn) | MEKK3 PB1 HTS = 99

(listing goes on)
Second line of a record: MEKK3 PB1 HTS | MEKK2 WT-MEK5 | pCIP destab | UBC9 SUMO inh | MEKK2 mut-MEK5 | PfM18AAP inh | NALP1 inh | IDE act | IDE cell inh
Cn1c(=O)n(CC(=O)N2CCN(c3nnc(-c4ccccc4)c4ccccc34)CC2)c2ccccc21
→ 103 | 96 | -9 | 5 | -5 | 2 | -6 | 2 | -3
CN(CC(=O)NC1CCCc2ccccc21)S(=O)(=O)c1ccc2c(c1)c(=O)n(C)c(=O)n2C (stereo not drawn)
→ 110 | 109 | 0 | 8 | 7 | 5 | 4 | 3 | 10
O=C(c1cccs1)N1CCN(Cc2ccccn2)CC1
→ 96 | 95 | -6 | -3 | -3 | 4 | 5 | -2 | 4
Cc1c(Cl)c(C(=O)N2CCCCCC2)nn1C
→ 104 | 101 | -70 | -3 | 4 | -3 | 20 | 2 | -1
CC1=NN(c2ccccc2)C(=O)/C1=C/c1cc(C)n(C2CC2)c1C
→ 96 | 94 | -8 | 7 | -1 | 0 | 0 | 4 | 1
CN1CC2(Cc3c1ccc1ccccc31)C(=O)OC(C)(C)OC2=O
→ 97 | 94 | -3 | 28 | 0 | -1 | 8 | -3 | -2
CCOC(=O)c1oc2ccccc2c1NC(=O)c1cccc(OC)c1
→ 99 | 103 | -25 | -10 | 5 | 3 | -12 | -2 | 5
Cc1[nH]c2ccc(-c3nnc(SCC(=O)c4ccc(F)cc4)o3)cc2c1C
→ 88 | 93 | -8 | -2 | -4 | -18 | 4 | 2 | 0
Cc1ccc(SCc2ccc(C(=O)Nc3cc([N+](=O)[O-])ccc3C)cc2)cc1
→ 88 | 84 | 6 | 1 | -12 | -2 | 1 | 0 | 6
O=C(NCc1ccco1)c1ccc(NS(=O)(=O)c2cccc(F)c2)cc1
→ 104 | 105 | -26 | -15 | 7 | 4 | 7 | -2 | -1
Cc1ccc2nc(-c3ccc(NC(=S)NC4CC(C)(C)NC(C)(C)C4)cc3)sc2c1
→ 107 | 235* | -9 | 15 | 74* | 2 | 4 | 2 | 2
Cc1cc(=O)[nH]c2c1c(C)nn2C1CCCCC1
→ 99 | 106 | -8 | 9 | 3 | -3 | 8 | 7 | -1
Cn1nc(-c2ccccc2)cc1NC(=O)Nc1ccc(C(C)(C)C)cc1
→ 92 | 103 | -14 | -16 | -23 | -7 | . | -11 | 15
Cc1c(Cl)cccc1NC(=O)CSc1ncnc2c1cnn2CCO
→ 101 | 97 | 3 | -4 | -3 | -3 | 8 | 7 | .
O/N=C/c1ccc(OCc2ccccc2)c(Br)c1
→ 99 | 102 | -3 | -2 | -2 | 5 | 16 | -1 | -3
CCCN1C=CC(=C2C(=O)c3ccccc3C2=O)C=C1
→ 103 | 103 | -4 | 14 | 2 | 2 | 2 | 5 | 2
CCC(=O)NC(c1ccc(OC)c(OC)c1)c1cc(Cl)c2cccnc2c1O (stereo not drawn)
→ 105 | 100 | 0 | -33 | 3 | 3 | 3 | 13 | .
Cc1onc(C(=O)NCc2ccc(F)cc2)c1[N+](=O)[O-]
→ 100 | 106 | 9 | 4 | 9 | 2 | 3 | 1 | 3
OCCN(Cc1ccccc1)C(=S)Nc1ccc(Cl)cc1Cl
→ 102 | 102 | 13 | -8 | 4 | 6 | 10 | 2 | 7
Cc1ccc2[nH]cc(C(=O)CN3CCC4(CC3)OCCO4)c2c1
→ 105 | 105 | -6 | 9 | 0 | 6 | -72 | 5 | 4

This is a subset; the hit share may differ from the screen's.
